DT40 TDP1 no CPT: qHTS for Inhibitors of human tyrosyl-DNA phosphodiesterase 1 (TDP1): qHTS in cells in absence of CPT; DT40 Tdp1-/- hTDP1 cells, no CPT, ATP luminescence, 48 h; Potency, µM (titrated, usually from 46.2 µM), for the others: at the top dose activity change, negative = growth inhibition, usual class: inhibitors; 15% of 420,000 active; further: nearly all actives have a fitted effect of over 55% in size
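Stably hTDP1-transfected Tdp1-null chicken DT40 cells were treated with library compounds minus camptothecin and grown for at least 48 hr at 37 °C, after which cellular ATP was quantified by luminescence.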
TDP1 cell CPT: growth inhibition of DT40 Tdp1-/-;hTDP1 cells with camptothecin (screen for TDP1 inhibitors). chicken DT40 Tdp1-/-;hTDP1 cells + 20 nM CPT, ATP luminescence, 48 h. Potency, µM (series often up to 46.2 µM), inactives show top-dose activity change, negative = growth inhibition, most hits filed as inhibitors. 12% of 420,000 active. AID 686979; further: nearly all actives have a fitted effect of over 55% in size
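Chicken DT40 Tdp1-/- cells stably complemented with human TDP1 were seeded at 400 cells/well in medium containing 20 nM camptothecin, exposed to pin-transferred compounds, and grown at 37 °C for at least 48 hr. Viability was read as ATP luminescence.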
TDP1 inh: blocks human tyrosyl-DNA phosphodiesterase 1; Q9NUW8; recombinant TDP1, AlphaScreen DNA substrate cleavage; Potency, µM (highest dose often 130 µM), inactives show at the top dose activity change, negative = inhibition, hits mostly inhibitors; 0.28% of 350,000 active; AID 485290; further: nearly all actives have a fitted effect of over 40% in size
Target sequence (Q9NUW8 whole entry, looked up): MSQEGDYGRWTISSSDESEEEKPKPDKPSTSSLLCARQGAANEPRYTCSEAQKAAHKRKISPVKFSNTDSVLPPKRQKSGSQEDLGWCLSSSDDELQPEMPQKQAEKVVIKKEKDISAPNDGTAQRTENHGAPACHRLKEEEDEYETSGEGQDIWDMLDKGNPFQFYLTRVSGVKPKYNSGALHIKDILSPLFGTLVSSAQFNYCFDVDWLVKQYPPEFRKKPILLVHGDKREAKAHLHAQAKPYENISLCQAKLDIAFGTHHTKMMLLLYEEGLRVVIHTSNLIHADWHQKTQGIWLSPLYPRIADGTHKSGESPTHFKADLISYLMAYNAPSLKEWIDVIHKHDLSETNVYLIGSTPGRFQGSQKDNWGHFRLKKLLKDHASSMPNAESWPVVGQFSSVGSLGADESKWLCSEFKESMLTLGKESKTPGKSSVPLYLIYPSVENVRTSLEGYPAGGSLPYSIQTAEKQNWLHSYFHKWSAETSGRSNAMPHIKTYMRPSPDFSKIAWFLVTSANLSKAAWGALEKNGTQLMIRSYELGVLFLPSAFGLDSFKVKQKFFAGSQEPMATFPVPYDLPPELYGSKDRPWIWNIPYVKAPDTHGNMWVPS
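AlphaScreen read-out: signal falls as enzyme removes the 3' tyrosine-FITC from a 5'-biotinylated DNA oligo (15 nM, 5 min, RT). Enzyme was E. coli-made recombinant Tdp1 at 1 nM, exposed to compound for 15 min beforehand; beads 10 ug/ml, 10 min.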
Starred values were filed as active, the others as inactive; ? = inconclusive; . = not tested or not shown; [ ] = another dose, or the depositor's remark. The call rests on the fitted dose curve; in most records, active means well fitted curve in the direction sought with a large enough effect; inconclusive means small, poorly fitted or top-dose-only effect, or another doubt; inactive means no such curve, though single readings can be large; an effect the other way counts as inactive or inconclusive. On the % scale 0 is the no-effect control and ±100 the full control effect; potency means the concentration at half of the fitted maximal effect.

Sample of the layout, 5 compounds:
Order of results – DT40 TDP1 no CPT | TDP1 cell CPT | TDP1 inh
COc1ccc(-c2cc(C(=O)N(C)Cc3cccc(OC)c3OC)c3ccccc3n2)cc1OC
 : 15µM* | 21µM* | .
COC(=O)COc1c(Cl)cc(C(c2c(C)[nH][nH]c2=O)c2c(C)[nH][nH]c2=O)cc1OC
 : -34% | -12% | .
Cc1ccc(S(=O)(=O)c2nc(-c3ccco3)oc2SC(C)c2ccccc2)cc1 (configuration not stated)
 : ? | ? | -9%
Cc1ccc(CN(Cc2ccco2)C(=O)c2oc3c(C)c(C)ccc3c2C)cc1
 : 23µM* | ? | 1%
COc1ccc(NC(=O)CSc2ccccc2)cc1S(=O)(=O)N1CCOCC1
 : -9% | -2% | 0%

Results (from the top)
Order of results – DT40 TDP1 no CPT | TDP1 cell CPT | TDP1 inh
COc1ccc(-c2cc(C(=O)N(C)Cc3cccc(OC)c3OC)c3ccccc3n2)cc1OC
 : 15µM* | 21µM* | .
COC(=O)COc1c(Cl)cc(C(c2c(C)[nH][nH]c2=O)c2c(C)[nH][nH]c2=O)cc1OC
 : -34% | -12% | .
Cc1ccc(S(=O)(=O)c2nc(-c3ccco3)oc2SC(C)c2ccccc2)cc1 (configuration not stated)
 : ? | ? | -9%
Cc1ccc(CN(Cc2ccco2)C(=O)c2oc3c(C)c(C)ccc3c2C)cc1
 : 23µM* | ? | 1%
COc1ccc(NC(=O)CSc2ccccc2)cc1S(=O)(=O)N1CCOCC1
 : -9% | -2% | 0%
CC1(C(=O)OCC(=O)Nc2ccccc2)CC1(Cl)Cl (configuration not stated)
 : 7% | 6% | -1%
O=[N+]([O-])c1ccc(N/N=C/c2sc(N3CCOCC3)nc2-c2ccccc2)c(S(=O)(=O)Nc2ccccc2Cl)c1
 : 1.8µM* | 3.3µM* | 1%
COc1cc(OC)nc(S(C)(=O)=O)n1
 : ? | ? | -3%
CCOC(=O)c1cc(S(=O)(=O)Nc2ccc(F)cc2F)cn1C
 : -31% | 2% | 1%
CN1CCN(c2ccccc2NC(=O)COc2ccccc2)CC1
 : -15% | -21% | -3%
CN(CC(=O)Nc1ccccc1Cl)C(=O)C1CCN(C(=O)c2ccc(Cl)cc2)CC1
 : -19% | -1% | 1%
CCCn1c(SCC(N)=O)nnc1C(C)C
 : -9% | -3% | 3%
Cc1cc(Nc2cccc(Cl)c2)c2ccccc2n1
 : 23µM* | 21µM* | .
CC(=O)N1CCOc2ccc(S(=O)(=O)NCC3CCC(C(=O)Nc4ncccc4C)CC3)cc21 (configuration not stated)
 : 0% | -21% | 1%
CC(C)Oc1cccc(C(=O)C2CCCN(C(=O)c3noc4c3CCCC4)C2)c1 (configuration not stated)
 : 21µM* | 18µM* | .
CC(NC(=O)NC(=O)c1cccc([N+](=O)[O-])c1)C1CC1 (configuration not stated)
 : -14% | -11% | 4%
O=C(CCC1CCCN(C(=O)c2ccc(F)c(F)c2)C1)N1CCN(c2ccccn2)CC1 (configuration not stated)
 : 18µM* | ? | 3%
COC(=O)N1C(=O)[C@](c2ccccc2)(C2CCCC2)N1C(=O)OC
 : ? | ? | .
COc1cc(C(=O)Nc2nccs2)ccc1OCc1c(C)noc1C
 : ? | ? | 6%
Cc1ccc(C(=O)/C=C/Nc2ccc(S(=O)(=O)Nc3cc(C)nc(C)n3)cc2)cc1
 : ? | ? | ?
CCOc1ccccc1NC(=O)c1ccc2c(c1)CCCN2S(C)(=O)=O
 : -15% | -5% | 2%
Cc1ccc(-n2ncc(C(=O)NCCN3CCC(Cc4ccccc4)CC3)c2C2CCN(C(=O)OC(C)(C)C)CC2)cc1
 : 2.9µM* | 4.6µM* | 0%
CCOC(=O)C1CCN(CC(O)COc2ccc(C(=O)CC)cc2)CC1 (configuration not stated)
 : -8% | 8% | -3%
Cc1cccc(C(=O)OC2CCN(C)CC2)c1
 : -7% | -24% | 0%
Cc1c2cnn(CC(=O)NCc3ccccn3)c(=O)c2c(C)n1Cc1ccccc1
 : -2% | -27% | .
CCOC(=O)c1ccc(NC(=O)Cn2nc(SC)c(S(=O)(=O)c3ccc(Cl)cc3)c2N)cc1
 : 21µM* | ? | 4%
Cc1cc(C)cc(OCC(=O)OCC(=O)NCc2cccs2)c1
 : 8% | -12% | 3%
CC1=CC(=O)OC1Cc1ccncc1 (configuration not stated)
 : 10% | 2% | 4%
COc1ccc(Oc2ncc3nc(-c4cccc(C#N)c4)c(=O)n(C)c3n2)cc1
 : 28% | 10% | .
CCn1nc(NC(=O)c2ccco2)c2cc3ccccc3nc21
 : ? | ? | 6%
O=C(O)CCN1CCOCC1
 : -18% | -4% | 5%
O=C(O)c1cccnc1C(=O)c1ccccc1
 : 12% | 10% | .
CC(=O)c1ccc(OC(C)C(=O)OCC(=O)NCCc2ccccc2)cc1 (configuration not stated)
 : -4% | -15% | 1%
CC1CC(C)C(=O)C(C(CC2CC(=O)NC(=O)C2)OC(=O)CC(=O)c2ccccc2)C1 (configuration not stated)
 : 0.41µM* | 0.37µM* | .
Oc1ccc(/C=N/Nc2nc(N3CCCC3)nc(N3CCCC3)n2)cc1O
 : 5.8µM* | ? | 5%
CCCCC(=O)Nc1ccc2c(c1)nc(CCNC(=O)c1ccco1)n2C
 : -2% | -3% | 3%
COc1ccc(/C=C/C(=O)OCC(=O)N(C)c2c(N)n(Cc3ccccc3)c(=O)[nH]c2=O)cc1OC
 : 2% | ? | -2%
Cc1cc(C(=O)Nc2c[nH]c(=O)[nH]c2=O)ccc1[N+](=O)[O-]
 : -9% | 8% | 6%
C#CCOCCOCCOCCNc1nc(N2CCN(C(=O)[C@H](CCCN=C(N)N)n3cc(C(N)[C@@H](C)CC)nn3)CC2)nc(N2CCN(C(=O)[C@H](CCC(=O)O)n3cc([C@@H](N)[C@H](C)CC)nn3)CC2)n1 (some centres not stated)
 : 11% | 9% | 2%
CCN(CC)C(=O)CSc1nc(C)cc(C)c1C#N
 : ? | 4% | 4%
O=C(Nc1ccc2ccccc2c1)c1cccc2ccccc12
 : ? | ? | .
C=CCOc1cccc(CNc2ccc3[nH]c(=O)[nH]c3c2)c1
 : ? | ? | -2%
Cc1ccc(NC(=S)N(CCN(C)C)C(C)c2ccco2)c(C)c1 (configuration not stated)
 : ? | ? | -2%
COc1ccc(C2C(C(=O)Nc3cccnc3)=C(C)Nc3nc(-c4ccc(OC)c(OC)c4)nn32)cc1 (configuration not stated)
 : -16% | 2% | .
CS(=O)(=O)N(CC(=O)N1CCCC1)Cc1ccc(Cl)cc1
 : -20% | -15% | 1%
CCOC(=O)c1cc(-c2ccccc2)sc1NC(=O)C(C)OC(=O)c1cccc(S(=O)(=O)N(C)C)c1 (configuration not stated)
 : ? | ? | -7%
CCC(=O)N1CCc2cc(S(=O)(=O)CCC(=O)Nc3nc(C)cs3)ccc21
 : ? | ? | -2%
CCN(CC)S(=O)(=O)c1ccc2[nH]c(=O)cc(C(=O)N(C)C3CCS(=O)(=O)C3)c2c1 (configuration not stated)
 : 15% | 4% | -3%
O=C(Cn1ccn(-c2ccc(F)c(F)c2)c(=O)c1=O)Nc1ccccc1F
 : -2% | 0% | 1%
CS(=O)(=O)c1ccc(Cl)c(S(=O)(=O)NCc2ccccc2)c1
 : 2% | 6% | 5%
CN(CC(=O)Nc1ccccc1Cl)C(=O)COC(=O)Cc1c(F)cccc1Cl
 : 12% | -2% | 0%
COCCCN(C(=O)c1cc2c(s1)CCC2)c1c(N)n(Cc2ccccc2)c(=O)[nH]c1=O
 : 1% | 0% | .
O=c1c2cc([N+](=O)[O-])ccc2nc2n1CCCC2
 : ? | 1% | .
Cc1ccc(S(=O)(=O)NNC(=O)NC23CC4CC(CC(C4)C2)C3)cc1
 : ? | -2% | 6%
O=C(Nc1cccc(-n2cnnn2)c1)C1CCCN(Cc2cccc(C(F)(F)F)c2)C1 (configuration not stated)
 : 18µM* | 13µM* | 0%
O=C(NCCCN1CCCC1)c1ccc(CS(=O)(=O)c2ccc(Br)cc2)o1
 : ? | ? | 1%
Cc1c(NC(=O)C(C)c2ccc(CC(C)C)cc2)c(=O)n(-c2ccccc2)n1C (configuration not stated)
 : -13% | -5% | -2%
CCC1(C)Cc2ccccc2C(Nc2c(C)n(C)n(-c3ccccc3)c2=O)=N1 (configuration not stated)
 : -4% | -2% | 1%
COc1ccc(NC(=O)N(C)C[C@H]2Oc3c(NC(=O)C4CCCCC4)cccc3C(=O)N([C@H](C)CO)C[C@@H]2C)cc1
 : -15% | 1% | 2%
NS(=O)(=O)c1cccc(NC(=O)c2ccc(NS(=O)(=O)c3cccc([N+](=O)[O-])c3)cc2)c1
 : -9% | 10% | -1%

Following part.
Order of results – DT40 TDP1 no CPT | TDP1 cell CPT | TDP1 inh
O=C1OC(c2cccs2)=N/C1=C/c1ccc(-c2cccc(C(=O)O)c2)o1
 : ? | ? | ?
O=C(Cn1c(=O)n(Cc2ccco2)c(=O)c2sc3ccccc3c21)Nc1ccc(F)cc1F
 : 10µM* | ? | -1%
CCCCC1=CC2=CC(=O)C(C)(OC(=O)CC)C(=O)C2=CN1C1CCCCC1 (configuration not stated)
 : ? | ? | 4%[21 µM]
O=C(Nc1ccc(S(=O)(=O)N2CCN(Cc3ccccc3)CC2)cc1)c1cnccn1
 : 5.2µM* | 9.2µM* | 1%
COc1nnc(-c2ccc(C)c(S(=O)(=O)N(C)C)c2)c2ccccc12
 : ? | ? | .
CCCSc1nsc(NC(=O)Nc2ccc(F)cc2F)n1
 : 4.1µM* | 5.2µM* | .
C/C(=C\C(=O)OCCCCCCCCC(=O)O)C[C@@H]1OC[C@H](C[C@@H]2O[C@H]2[C@@H](C)[C@H](C)O)[C@@H](O)[C@H]1O
 : 1.5µM* | 1µM* | .
Nc1nonc1-n1nnc(C(=O)N/N=C/c2cccs2)c1CSc1ccccc1
 : 3% | -21% | -14%
CCC(=O)N1CCC(C)(C(=O)Nc2cc(OC)c(OC)c(OC)c2)C1 (configuration not stated)
 : 12% | -2% | .
CN1CCN(c2ncncc2-c2ccccc2Cl)CC1
 : 0% | 8% | .
N#Cc1c(-c2ccc3c(c2)OCO3)cc[nH]c1=O
 : ? | -15% | .
COC(=O)C1=C(O)C(C(=O)OC)C(c2ccc(C)cc2)C(C#N)(C#N)C1c1ccc(C)cc1 (configuration not stated)
 : 4.1µM* | 5.2µM* | 1%
Cc1cc(C(F)F)n2nc(C(=O)Nc3c(C)cccc3C)nc2n1
 : 8% | -11% | 3%
CCCCC(c1nnnn1C(C)C)N1CCN(C(=O)c2ccco2)CC1 (configuration not stated)
 : 0% | 0% | 6%
O=C(Nc1sc2c(c1C(=O)NCC1CCCO1)CCC2)c1cc(=O)c2ccccc2o1 (configuration not stated)
 : ? | -24% | 4%
COc1ccccc1N1CCN(Cc2cc(=O)c(OCC(=O)NC(C)C)co2)CC1
 : ? | ? | 2%
O=C(Nc1ccccc1N1CCN(C(=O)c2ccc(Cl)cc2)CC1)c1ccc(Br)cc1
 : -2% | ? | -2%
COc1ccccc1C(=O)Nc1ccc(CN2CCCCC2)cc1
 : -8% | 20% | -2%
COc1cc(NCc2ccccc2)c2ncn(C(C)C)c2c1
 : -28% | ? | 7%
Cc1cccc(NC(=O)c2oc(=O)c3ccccc3c2-c2ccccc2)c1C
 : 12µM* | 10µM* | -3%
CC(=O)c1cccc(Nc2nc(=O)c3cccnc3s2)c1
 : -9% | -23% | 1%
C=CCN=c1scc(-c2ccccc2)n1/N=C/c1ccccn1
 : 1.3µM* | 1.8µM* | 11%
COc1ccc(Cl)cc1-c1nc(SCC(=O)N(C)C2CCS(=O)(=O)C2)n[nH]1 (configuration not stated)
 : 2% | 12% | 1%
CCc1ccc(NC(=O)Cn2c(=O)n(Cc3nc(-c4ccccc4)no3)c(=O)c3cc4c(cc32)OCO4)cc1
 : -21% | -1% | 3%
CC1CC(OC(=O)c2ccccc2C(=O)c2ccc(Cl)cc2)C(=O)O1 (configuration not stated)
 : -2% | 17% | 1%
CC(C)(C)NC(=O)CCn1nc(-c2ccc(Cl)cc2)c2ccccc2c1=O
 : ? | -23% | .
O=C(NC1=NCCS1)c1cccc(OC(F)F)c1
 : 15% | -5% | 1%
NC(=O)c1ncn([C@@H]2O[C@H](CNCc3cccn3-c3ccncc3)[C@@H](O)[C@H]2O)n1
 : 2% | 19% | .
Cc1ccnc2nc(C(=O)OCC(=O)NC(=O)NCc3ccco3)nn12
 : 0% | -17% | -5%

Reformatted: entries from further up
structure | DT40 TDP1 no CPT | TDP1 cell CPT | TDP1 inh
C/C(=C\C(=O)OCCCCCCCCC(=O)O)C[C@@H]1OC[C@H](C[C@@H]2O[C@H]2[C@@H](C)[C@H](C)O)[C@@H](O)[C@H]1O | 1.5µM* | 1µM* | .
Nc1nonc1-n1nnc(C(=O)N/N=C/c2cccs2)c1CSc1ccccc1 | 3% | -21% | -14%
CCC(=O)N1CCC(C)(C(=O)Nc2cc(OC)c(OC)c(OC)c2)C1 (configuration not stated) | 12% | -2% | .

Screens: PubChem, National Center for Advancing Translational Sciences (NCATS)
